PG9 Ab binder = binds the HIV-1 gp120 antibody PG9; TR-FRET gp120-PG9 antibody binding; inhibition, % at 6.7 µM; actives 0.43% (n = 360,000); AID 624416; in the data active = inhibition above about 8.5%
TDP2 absorb = TDP2 (human) inhibition, absorbance primary screen | inhibition, % at 12.8 µM | actives 0.34% (n = 370,000) | O95551 | recombinant TDP2, T5PNP hydrolysis, p-nitrophenol absorbance 415 nm;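 active = inhibition above the mean of all tested compounds plus 3 SD, set per campaign, cut at about 25% in these data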;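 also: 0% = DMSO with enzyme and 100% = buffer with substrate but no TDP2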
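Test system: human TDP2 enzyme; Input: 120 nM TDP2 per well; Buffer or medium: Mg2+-containing Tris-HCl buffer, pH 7.5; Reagent: 5 mM T5PNP; Dosing: 12.8 µM single point, 1% DMSO; Incubation: reaction 2 h, 37 °C; Detection: p-Nitrophenol epi absorbance; Read-out: % inhibition relative to enzyme-containing and enzyme-free wells; Replicates: single well per compound.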
ABHD4 inh = inhibits mouse alpha/beta hydrolase domain 4. AID 720543. inhibition, % at 8.92 µM. actives 0.54% (n = 370,000). purified mABHD4, FP-Rh probe fluorescence polarization;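 active = inhibition exceeding the mean over every tested compound plus 3 SD, cut at about 30% in these data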;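 also: 0% = plate median of compound wells and 100% = S159A mutant with DMSO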
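Assay system: Wild-type mouse ABHD4 protein | Medium: HEPES pH 7.0 buffer, 150 mM NaCl, 0.01% Pluronic F-127 | Incubation: Enzyme–compound pre-incubation 45 min, then probe 60 min, both 25 °C | Technique: Fluorescence polarization with parallel and perpendicular emission, 525/598 nm | Evaluation: % inhibition of FP-Rh probe binding versus controls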
TCR-CD3 inh = blocks the human TCR-CD3 interaction. TAMRA-labeled TCR probe fluorescence, biochemical. actives 0.37% (n = 360,000). inhibition, % at 9.4 µM. AID 651800; in the data active = inhibition above about 19%;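 also: recombinant mutant TCR 2C K166C tagged with TAMRA read by polarization; 0% = receptor in buffer alone and 100% = receptor with positive control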
PRMT1 inh = blocks human protein arginine methyltransferase 1; Q99873; recombinant PRMT1, activity-based probe fluorescence polarization; inhibition, % at 2.79 µM; actives 1.3% (n = 370,000); AID 652257;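 active = inhibition above about 21% made by adding two undisclosed values, limit read from the data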
SIAE inh = blocks human sialic acid acetylesterase. Q9HAT2. SIAE FP-Rh probe binding, fluorescence polarization. inhibition, % at 9.66 µM. actives 0.69% (n = 370,000). AID 1053197;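 active = inhibition above a cutoff: mean of compounds within the control limits plus 3 SD of those, cut at about 17% in these data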;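 also: 0% = plate median of compound wells and 100% = probe without SIAE protein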
Target sequence (Q9HAT2 whole entry, looked up): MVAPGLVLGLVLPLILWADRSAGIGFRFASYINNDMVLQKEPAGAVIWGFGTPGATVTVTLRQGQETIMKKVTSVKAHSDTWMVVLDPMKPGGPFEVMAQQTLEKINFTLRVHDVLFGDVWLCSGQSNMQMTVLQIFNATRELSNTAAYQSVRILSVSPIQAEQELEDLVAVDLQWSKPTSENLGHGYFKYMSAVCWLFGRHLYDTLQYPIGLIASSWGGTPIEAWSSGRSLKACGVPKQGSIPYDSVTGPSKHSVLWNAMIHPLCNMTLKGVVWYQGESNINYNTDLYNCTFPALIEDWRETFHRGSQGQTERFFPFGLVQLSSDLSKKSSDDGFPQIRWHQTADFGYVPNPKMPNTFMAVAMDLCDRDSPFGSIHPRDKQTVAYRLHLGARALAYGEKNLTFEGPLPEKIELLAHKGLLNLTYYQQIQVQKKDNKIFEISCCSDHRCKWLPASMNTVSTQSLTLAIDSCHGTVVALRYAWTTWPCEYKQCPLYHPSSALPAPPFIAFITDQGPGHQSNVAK
HTRA1 inh = HTRA1 (human) protease inhibition; actives 0.5% (n = 340,000); inhibition, % at 5.96 µM; recombinant HTRA1, FP-rhodamine activity-based probe, fluorescence polarization; AID 504803; in the data active = inhibition above about 36%;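 also: 0% = enzyme with DMSO and 100% = wells lacking enzyme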
UHRF1 MBD2 ctr = UHRF1 methyl-DNA binding inhibition | Q96T88 | UHRF1 binding to methylated oligo, TR-FRET | inhibition, % at 4.4 µM | actives 0.75% (n = 370,000); in the data active = inhibition above about 21%;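 also: UHRF1 SRA domain binding a hemimethylated CpG hairpin DNA probe; 0% = median of test compound wells and 100% = reference inhibitor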
LEDGF integ inh = blocks HIV-1 LEDGF/p75-dependent DNA integration | TR-FRET IN-LEDGF/p75 DNA integration, Eu/Cy5 | inhibition, % at 3.7 µM | actives 0.64% (n = 370,000);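 active = inhibition above the screen-wide mean plus 3 SD, cut at about 13% in these data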;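 also: signal is the Cy5 over europium emission ratio at 671 and 618 nm; 0% = plate median of compound wells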
DDE Tn7 FP inh = disrupts Tn7 cyclic peptide binding to fibrin D-Dimer-E complex | P02675 | FP displacement of FITC-Tn7 peptide from fibrin DD(E); 0% = median of compound wells per plate | inhibition, % at 8.3 µM | actives 0.13% (n = 370,000) | AID 720508;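 active = inhibition above the mean of compounds falling within the control limits plus 3 SD of them, cut at about 14% in these data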;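 also: 0% = plate median of compound wells and 100% = 10 µM Aha-Tn7 peptide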
Target sequence (P02675 whole entry, looked up): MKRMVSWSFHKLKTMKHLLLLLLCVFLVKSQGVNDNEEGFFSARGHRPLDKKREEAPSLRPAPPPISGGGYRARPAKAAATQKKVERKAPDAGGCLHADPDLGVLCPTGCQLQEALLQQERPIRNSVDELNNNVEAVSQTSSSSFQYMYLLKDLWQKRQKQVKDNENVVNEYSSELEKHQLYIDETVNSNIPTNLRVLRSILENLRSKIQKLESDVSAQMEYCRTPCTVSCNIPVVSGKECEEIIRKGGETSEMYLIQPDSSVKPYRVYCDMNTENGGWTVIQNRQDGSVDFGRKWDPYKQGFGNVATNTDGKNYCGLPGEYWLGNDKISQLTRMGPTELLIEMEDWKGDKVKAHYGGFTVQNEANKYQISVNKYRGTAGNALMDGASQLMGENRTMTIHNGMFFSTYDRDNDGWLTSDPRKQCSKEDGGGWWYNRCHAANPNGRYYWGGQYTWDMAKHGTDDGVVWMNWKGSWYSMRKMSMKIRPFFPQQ
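system = human fibrin DD(E) protein | quantity = DD(E) 2 µM final | medium = Tris/NaCl/CaCl2 buffer, pH 7.8 | also added = labelled Tn7 tracer, 0.1 µM | compound dosing = single point at 8.3 µM | timing = compound with protein 10 min, then 3 h after probe, room temperature | signal = FP measurement | benchmarks = Aha-Tn7 high control | repeats = one replicate per compound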
Starred values were filed as active, the others as inactive; . = no result given.

SMILES	PG9 Ab binder	TDP2 absorb	ABHD4 inh	TCR-CD3 inh	PRMT1 inh	SIAE inh	HTRA1 inh	UHRF1 MBD2 ctr	LEDGF integ inh	DDE Tn7 FP inh
Cc1ccc(C(C)C)c(OCCNC(=S)Nc2cccc3ccccc23)c1	-0.3	-13	-32	5	2	-18	-53	-1	-2	11
CN(C)c1nc(OCC(=O)NC(C)(C)C)nc(N(C)C)n1	2.9	7	4	-3	-1	2	0	2	-1	-4
CCNC(=O)C1CCCN(C(=O)Cc2cccs2)CC1 (stereo not given)	-1.6	11	1	6	3	-3	.	24*	0	15*
CC(=O)c1cccc(OCC(O)CNCCc2ccc(Cl)cc2)c1 (stereo not given)	-1.4	0	12	8	-1	-5	-3	-2	-4	7
O=C(N/N=C/c1ccc([N+](=O)[O-])o1)c1cn(-c2ccccc2)nc1-c1ccc(F)cc1	0.1	10	4	-3	1	6	.	-7	-2	0
Cc1ccc(S(=O)(=O)N(CC(O)CN2C(=O)NC(C)(C)C2=O)c2cccc([N+](=O)[O-])c2)cc1 (stereo not given)	2.9	-4	-10	-4	3	5	1	3	-2	-2
COc1cc(OC)cc(C(=O)Nc2ccc(S(=O)(=O)N(C)C)cc2)c1	-1.3	11	3	-2	-5	-17	-11	-1	0	7
CCc1cc2c(cc3c(=O)n(CC(=O)NCCCN4CC(C)CC(C)C4)ncn32)s1 (stereo not given)	-0.9	0	0	-5	3	10	0	-5	2	3
CCOCc1c(C(=O)Nc2ccc(OC)nc2)oc2ccccc12	-1.4	6	-2	0	7	9	-14	-3	-2	-1
COc1ccc(Oc2ncnc3c2oc2ccc(Br)cc23)cc1	-1.0	-4	5	-4	1	2	5	4	0	2
CSc1ccc(-c2nc(CN(C)C3CCOC3)c(C)o2)cc1 (stereo not given)	1.4	-1	3	6	-1	-1	-9	-2	-2	12
Cc1[nH]c2ccccc2c1C(=O)c1cc(Cc2ccccc2)sc1N	0.8	-9	2	3	4	2	.	-1	3	3
Cc1ccc(S(=O)(=O)N2CCN(C(=O)C3CCN(c4ncnc5sc(C)c(C)c45)CC3)CC2)c(C)c1	-0.6	9	8	-3	4	0	7	16	-2	-7
CCCCN(C)CCCNC(=O)CCn1nc(-c2ccccc2)ccc1=O	-0.8	2	-1	4	-5	6	0	2	1	8
Cc1ccc2c(c1)C(=O)C(=O)N2CC(=O)OC(C)C	0.1	0	2	1	13	2	3	-7	0	-2
COc1ccc(/C=N/NC(=O)c2nc(-c3ccccc3)n(-c3ccccc3)n2)cc1OC	-1.3	7	12	-4	1	-3	-20	1	-1	11
COc1cc(CNCCc2c[nH]c3ccccc23)ccc1OCc1ccc(F)cc1	-2.0	-13	14	-11	-4	0	-1	3	4	1
CCOC(=O)c1c(C)oc2c1c(CN1CCN(CCO)CC1)c(O)c1ccccc12	-2.7	8	17	6	7	6	2	-3	-2	-3
O=c1[nH]c2ccccc2n2c(=S)[nH]nc12	5.4	14	0	3	3	7	0	-3	-3	-5
Cc1c(N)cc(C(=O)N2CCOCC2)cc1[N+](=O)[O-]	-2.1	-13	-7	9	0	6	5	-1	1	-2
CCN(CC)CC(C)CNC(=O)CN1C(=O)CSc2ccc(S(=O)(=O)N3CCOCC3)cc21 (stereo not given)	-2.4	5	-6	-4	0	-3	-4	-1	-3	-1
O=C(/C=C/c1ccccc1)Nc1sc2c(c1C(=O)O)CCC2	0.3	-3	7	-4	1	-7	-2	-4	3	-1
O=C(CN1c2cccc3cccc(c23)S1(=O)=O)N1CCN(c2ccc(F)cc2)CC1	0.3	3	13	-9	3	9	4	1	0	-3
O=C(O)CCN=CC1=C(O)CC(c2ccccc2)CC1=O (stereo not given)	-0.4	-2	-4	-8	-2	2	-6	0	2	-4
COC(=O)c1ccc(NC(=O)C(=O)N2CCN(C(=S)Nc3cccc(OC)c3)CC2)cc1	1.2	0	1	-6	1	-7	-7	2	2	-4

(list continues)
SMILES	PG9 Ab binder	TDP2 absorb	ABHD4 inh	TCR-CD3 inh	PRMT1 inh	SIAE inh	HTRA1 inh	UHRF1 MBD2 ctr	LEDGF integ inh	DDE Tn7 FP inh
Cc1c(Cl)cccc1NC(=O)CN1CCN(CCN=CC2=C(O)CC(c3ccccc3)CC2=O)CC1 (stereo not given)	0.9	12	1	3	-4	2	5	-3	-2	-7
O=C(c1cccc(Br)c1)N1CCCC1	0.9	9	6	1	1	0	3	0	-5	-1
N#Cc1nc(-c2ccc(OCc3ccccc3)cc2)oc1NCCCN1CCOCC1	-0.8	-6	10	-8	2	13	-6	4	0	-1
CC(=O)N1c2ccc(S(=O)(=O)NCCC(=O)NCc3ccc(Cl)cc3)cc2CC1C (stereo not given)	-0.1	4	-3	4	-1	10	-2	-3	1	6
O=C(COC(=O)c1ccccc1-n1cnnn1)c1ccccc1	2.3	-9	-2	-2	1	-11	-2	2	-1	2
CC(C)CCn1cnc2c1c(=O)[nH]c(=O)n2Cc1ccccc1	0.5	11	-3	-1	-2	2	7	-2	1	2
CCCN1CCC(=NNc2ccc(S(N)(=O)=O)cc2[N+](=O)[O-])CC1	-0.4	-1	6	-6	4	0	0	6	-3	6
CCn1nc(C)c(CN2CCc3c([nH]c4ccccc34)C2C(C)(C)C)c1C (stereo not given)	-3.9	-5	3	-3	0	-2	-7	0	-1	-5
O=C(CN1CCCCCC1)NC(c1ccccc1)c1ccccc1	-0.5	13	7	0	-1	0	4	1	-4	-4
CC(=O)c1ccc(S(=O)(=O)NC2CCSc3ccccc32)cc1 (stereo not given)	1.0	-2	-4	3	3	0	-12	4	0	-2
Cc1ccc(NC(=O)Nc2ccc(Cl)c(Cl)c2)nc1	-0.1	-1	1	-5	3	-4	-2	1	-3	0
COCCC(=O)N1CCCC(C(=O)c2ccc(C(F)(F)F)cc2)C1 (stereo not given)	-2.3	-8	0	-2	-1	-2	8	0	-2	-6
CCN1CCN(S(=O)(=O)c2ccc(Cl)c(C(=O)N(C)Cc3ccccc3)c2)CC1	-0.1	-1	3	4	-1	4	-3	-1	1	8
O=C(CSc1ncn[nH]1)N(C1CCCCC1)C1CCCCC1	-0.4	1	-3	0	2	-2	-6	0	-2	7
Cc1ccccc1NC(=O)CSc1nc(-c2ccccc2)cc(=O)[nH]1	-1.0	-20	0	2	-4	-3	2	2	4	-2
Cc1nc(SCC(=O)NC2CCS(=O)(=O)C2)c2c3c(sc2n1)CCCC3 (stereo not given)	-1.6	-5	0	1	0	13	-4	1	0	-2
CC(C)CC(NC(=O)CNC(=O)C1O[C@@H]2OC(C)(C)O[C@@H]2[C@H]2OC(C)(C)O[C@@H]12)C(=O)O (stereo not given in full)	-1.7	-11	0	2	0	-4	10	7	-1	0
NC(=O)c1ccccc1NC(=O)CC12CC3CC(CC(C3)C1)C2	-2.4	6	-2	-6	0	-1	-9	1	3	2
Cn1ncc(N=Cc2ccc([N+](=O)[O-])cc2)c1C(=O)Nc1ccccc1	-0.2	-5	-3	7	-3	1	-2	2	-2	-3
CC1(C)CC2CC(C)(CN2S(=O)(=O)c2cccc(N)c2)C1 (stereo not given)	-0.1	3	6	2	-3	13	-7	7	-5	-2
O=C(O)c1cc2c(cn1)[nH]c1ccccc12	-1.6	14	7	16	-2	4	30	2	6	-4
CN(C)c1nc(NCc2ccccc2)nc(Oc2ccc(=O)[nH]n2)n1	-1.6	4	5	4	-2	-3	5	3	-1	-3
CC(OCC(O)CN(C)CCOc1ccccc1)c1ccc(Cl)cc1 (stereo not given)	-1.2	1	16	-2	-1	4	7	3	2	-7

Full records from above. Order of screens: PG9 Ab binder, TDP2 absorb, ABHD4 inh, TCR-CD3 inh, PRMT1 inh, SIAE inh, HTRA1 inh, UHRF1 MBD2 ctr, LEDGF integ inh, DDE Tn7 FP inh
`CCCCN(C)CCCNC(=O)CCn1nc(-c2ccccc2)ccc1=O` as listed: -0.8, 2, -1, 4, -5, 6, 0, 2, 1, 8
`CC1(C)CC2CC(C)(CN2S(=O)(=O)c2cccc(N)c2)C1` (stereo not given) as listed: -0.1, 3, 6, 2, -3, 13, -7, 7, -5, -2
`COCCC(=O)N1CCCC(C(=O)c2ccc(C(F)(F)F)cc2)C1` (stereo not given) as listed: -2.3, -8, 0, -2, -1, -2, 8, 0, -2, -6
`Cc1ccc(S(=O)(=O)N2CCN(C(=O)C3CCN(c4ncnc5sc(C)c(C)c45)CC3)CC2)c(C)c1` as listed: -0.6, 9, 8, -3, 4, 0, 7, 16, -2, -7
`COc1ccc(Oc2ncnc3c2oc2ccc(Br)cc23)cc1` as listed: -1.0, -4, 5, -4, 1, 2, 5, 4, 0, 2

3 of these compounds in a different format:
mol | PG9 Ab binder | TDP2 absorb | ABHD4 inh | TCR-CD3 inh | PRMT1 inh | SIAE inh | HTRA1 inh | UHRF1 MBD2 ctr | LEDGF integ inh | DDE Tn7 FP inh
CC(C)CCn1cnc2c1c(=O)[nH]c(=O)n2Cc1ccccc1 | 0.5 | 11 | -3 | -1 | -2 | 2 | 7 | -2 | 1 | 2
CCCN1CCC(=NNc2ccc(S(N)(=O)=O)cc2[N+](=O)[O-])CC1 | -0.4 | -1 | 6 | -6 | 4 | 0 | 0 | 6 | -3 | 6
CCn1nc(C)c(CN2CCc3c([nH]c4ccccc34)C2C(C)(C)C)c1C (stereo not given) | -3.9 | -5 | 3 | -3 | 0 | -2 | -7 | 0 | -1 | -5

Some values from above.
`CCCN1CCC(=NNc2ccc(S(N)(=O)=O)cc2[N+](=O)[O-])CC1` in TCR-CD3 inh shows -6
`O=C(COC(=O)c1ccccc1-n1cnnn1)c1ccccc1` in ABHD4 inh shows -2

Bioassay records deposited in PubChem BioAssay by The Scripps Research Institute Molecular Screening Center.
